# Screening results deposited in PubChem by several laboratories.
# DNMT1 block = inhibitors of human DNMT1. P26358. DNMT1 molecular beacon, Hinp1I cleavage, fluorescence. inhibition (reported as % activation of signal), % at 10 µM. hit rate 0.83% among 360,000; in the data active = inhibition above about 50%
# CendR NRP1 mod = NRP-1/CendR interaction modulation; O14786; FAM-RPARPAR peptide binding to NRP-1, fluorescence polarization; inhibition, % at 25 µM; hit rate 0.85% among 360,000; AID 602438;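 active = inhibition or corrected inhibition above about 18%, plus a signal ratio from 0.5 to 1.5, limit read from the data, passing the limit was not always enough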; also: strong numbers were not always called active
# Target sequence (O14786 whole entry, looked up): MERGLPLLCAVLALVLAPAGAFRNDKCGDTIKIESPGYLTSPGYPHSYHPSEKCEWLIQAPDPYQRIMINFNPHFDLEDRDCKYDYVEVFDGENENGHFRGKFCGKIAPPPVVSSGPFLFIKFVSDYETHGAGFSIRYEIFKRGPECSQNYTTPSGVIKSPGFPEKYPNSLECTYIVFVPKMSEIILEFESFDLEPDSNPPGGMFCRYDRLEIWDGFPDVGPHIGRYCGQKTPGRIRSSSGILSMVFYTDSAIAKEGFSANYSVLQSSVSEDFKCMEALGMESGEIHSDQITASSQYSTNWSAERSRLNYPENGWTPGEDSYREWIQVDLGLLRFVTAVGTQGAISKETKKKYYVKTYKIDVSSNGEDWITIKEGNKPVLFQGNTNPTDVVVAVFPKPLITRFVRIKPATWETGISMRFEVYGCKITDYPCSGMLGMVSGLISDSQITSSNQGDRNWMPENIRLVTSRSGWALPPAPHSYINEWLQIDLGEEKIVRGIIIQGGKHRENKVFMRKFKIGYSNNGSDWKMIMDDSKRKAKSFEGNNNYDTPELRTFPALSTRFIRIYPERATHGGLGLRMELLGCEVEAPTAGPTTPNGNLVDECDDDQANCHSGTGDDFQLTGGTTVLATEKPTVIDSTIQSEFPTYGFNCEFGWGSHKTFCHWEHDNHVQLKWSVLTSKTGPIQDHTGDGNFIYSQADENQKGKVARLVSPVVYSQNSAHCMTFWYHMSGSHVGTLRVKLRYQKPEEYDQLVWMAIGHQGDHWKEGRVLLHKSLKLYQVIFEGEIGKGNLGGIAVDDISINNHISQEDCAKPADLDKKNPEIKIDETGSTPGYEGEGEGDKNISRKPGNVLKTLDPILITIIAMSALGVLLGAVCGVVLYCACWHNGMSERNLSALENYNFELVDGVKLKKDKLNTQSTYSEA
# SUMO1 PPI mod = alters human SUMO1 binding to SIM partners; P63165; SUMO1 binding to a labelled peptide, TR-FRET, 1 h; inhibition, % at 20 µM; hit rate 0.33% among 360,000; in the data active = inhibition above about 37%
# STEP block = inhibitors of human striatal-enriched phosphatase STEP. hit rate 0.25% among 360,000. recombinant STEP, OMFP fluorogenic substrate, fluorescence. AID 588621. inhibition, % at 20 µM;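 active = inhibition at 20 µM, scaled per plate between control wells, above about 37%, limit read from the data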;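 also: 0% = DMSO with enzyme and substrate and 100% = substrate only without enzyme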
#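 System: STEP phosphatase, cell-free reaction; Buffer or medium: Bis-Tris pH 6.0 buffer with DTT, detergent; Incubation: 20 min at room temperature, dark; Measured by: fluorescence, 480/540 nm.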
# LMPTP block = blocks human LMPTP phosphatase | P24666 | recombinant LMPTP-A, OMFP fluorogenic substrate, fluorescence intensity | inhibition, % at 20 µM | hit rate 0.22% among 360,000;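 active = compounds that cut the enzyme signal by at least half of the control window in the single-dose screen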;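 also: plate controls were DMSO wells with enzyme plus substrate for no effect and substrate without enzyme for full effect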
# Target sequence (P24666 whole entry, looked up): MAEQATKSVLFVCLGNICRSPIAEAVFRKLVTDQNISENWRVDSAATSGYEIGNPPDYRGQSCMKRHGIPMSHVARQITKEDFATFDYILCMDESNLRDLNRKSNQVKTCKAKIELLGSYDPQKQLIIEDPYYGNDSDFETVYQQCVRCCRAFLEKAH
#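 Test system: LMPTP-A phosphatase enzyme. Amount: LMPTP-A at 0.625 nM final in the reaction. Reagent: OMFP substrate, 400 µM final. Times: 50 min at room temperature. Signal: endpoint fluorescence intensity from OMFP dephosphorylation. Read-out basis: % inhibition. Benchmarks: no-enzyme and uninhibited controls.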
# TbMetRS inhib = blocks T. brucei methionyl-tRNA synthetase activity; inhibition, % at 11.9 µM; purified T. brucei MetRS, ATP depletion, Kinase-Glo luminescence; hit rate 0.4% among 360,000;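 active = inhibition above a per-plate cutoff of the control wells' mean inhibition plus 3 SD, cut at about 5.5% in these data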;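 also: 0% = DMSO wells median and 100% = median of wells with control inhibitor compound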
#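 Dosing: 11.9 µM single point; system: parasite MetRS enzyme; technique: luminescence of leftover ATP; times: 15 min enzyme-compound preincubation, 2 h reaction, 10 min detection, 25 °C; replicates: each compound tested once; read-out basis: percent inhibition relative to median high and low control wells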
# eLon inh = inhibits E. coli Lon protease. P0A9M0. purified E. coli Lon protease, fluorescence polarization. inhibition, % at 7.94 µM. hit rate 0.42% among 360,000. AID 602123; in the data active = inhibition above about 13%, passing the limit was not always enough;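 also: 0% = enzyme with probe and DMSO and 100% = no enzyme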
# MsrA inhibitor = inhibits bovine methionine sulfoxide reductase A; purified bovine MsrA, absorbance read-out; inhibition, % at 15.5 µM; hit rate 0.75% among 360,000; in the data active = inhibition above about 4.5%;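 also: 0% = vehicle wells with enzyme and 100% = reference inhibitor wells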
# Scp-1 inhibitor = inhibitors of human Scp-1 phosphatase; Q9GZU7; AID 493091; Recombinant Scp1, phosphopeptide, malachite green phosphate absorbance; hit rate 0.88% among 340,000; inhibition, % at 20 µM;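 active = inhibition above about 50% at 20 µM, limit read from the data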;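 also: plate controls were DMSO wells with enzyme for no effect and wells lacking enzyme for full effect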
#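 Test system – truncated SCP-1 phosphatase (76-261aa) · Reagent – Phosphorylated 17-residue peptide substrate · Incubation – 45 min room-temperature reaction, 5 min colour, 30 min stabiliser · Detection – colorimetric phosphate reagent with accelerator and stabiliser, absorbance at 630 nm · Measure – % inhibition at 20 µM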
# MsrA act = bovine methionine sulfoxide reductase A activation. purified bovine MsrA, absorbance read-out. AID 602163. hit rate 0.3% among 360,000. activation, % at 10.6 µM; in the data active = activation above about 7.5%;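 also: 0% = vehicle and 100% = reference activator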
# Starred values were filed as active, the others as inactive; · = no result given; & = joins results of further samples.
mol,DNMT1 block,CendR NRP1 mod,SUMO1 PPI mod,STEP block,LMPTP block,TbMetRS inhib,eLon inh,MsrA inhibitor,Scp-1 inhibitor,MsrA act
O=C(O)/C(=C\c1ccc(Cl)cc1)c1ccc(F)cc1,2,1,-2,-2,-1.3,-0.4,2,-1.1,-5,-2
Cc1cc(C(=O)N/N=C/c2ccccn2)c2ccccc2n1,1,0,0,-2,-1.3,-0.6,-7,-0.7,-5,-2
Cc1ccc(S(=O)(=O)c2c(N)n(NC(=O)c3ccco3)c3nc4ccccc4nc23)cc1,-5,-18,-5,-1,-1.6,0.4,-17,4.8*,-2,0
COc1ccccc1N1CCN(/N=C/c2cc([N+](=O)[O-])ccc2Cl)CC1,0,9,-13,-1,2.4,-0.1,3,-0.8,-1,-1
Cc1ccc2c(CN3CCN(S(=O)(=O)c4ccccc4C(F)(F)F)CC3)cc(=O)oc2c1,-2,-22,3,1,2.8,0.8,-12,2.4,-1,-5
Oc1ccc(C2=Nn3c(nnc3-c3ccco3)SC2)cc1O,7,-47,2,5,2.9,0.3,15,3.0,0,-2
Cc1ccc(N2CCN(S(=O)(=O)c3ccc4c(c3)n(C)c(=O)c(=O)n4C)CC2C)cc1 (centres undefined),50,-10,-1,-2,-1.7,0.1,-6,0.8,-5,0
Cc1ccc(NC(=O)CSc2nnc(C)n2CC2CCCO2)cc1 (centres undefined),10,2,-2,1,0.2,-1.2,0,-1.1,0,-12
O=C(NN=C1CCCCCCC1)c1ccccn1,2,-3,0,-1,-1.8,-1.2,-4,0.7,-10,0
Cc1ccc(C)c(NC2=C(Cl)C(=O)OC2OC(C)C)c1 (centres undefined),-4,14,-1,1,-1.3,-0.6,8,0.9,-4,-6
Cc1[nH]c2ccc(OC(F)(F)F)cc2c1CCN1C(=O)c2ccc(C(=O)O)cc2C1=O,-3,5,-19,2,0.2,-1.0,-1,-0.8,-9,-4
CCOCCCNC(=O)C1CCCN(S(=O)(=O)c2ccc(-n3cnnn3)cc2)C1 (centres undefined),-2,0,-2,1,-1.8,-0.4,-6,-0.4,-1,-3
Cc1nc2nc(C)c(CCC(=O)NCCCN3CCN(c4cccc(Cl)c4)CC3)c(C)n2n1,-5&-5,1&2,-5&0,-3&0,-0.8&-1.8,-0.1&0.1,7&3,0.6&-1.3,3&-6,-4&-4
COc1ccc(C(C)NC(=O)C2CCN(CCCc3ccccc3)CC2)cc1OC (centres undefined),0,13,3,0,0.4,-0.1,-7,-0.4,·,2
COc1ccc(NC(=O)CN(C)C(=O)c2ccccc2OC)cc1,1,3,-5,-3,0.3,-0.7,1,-0.4,-6,-5
COc1ccc2c(c1OC)C(=O)OC2c1c(O)nc(SC)n(-c2ccccc2)c1=O (centres undefined),2,1,3,-2,0.3,-0.7,-14,0.0,-15,-6

# Ordered by value in TbMetRS inhib (largest number first): 3 from the list above
SMILES | DNMT1 block | CendR NRP1 mod | SUMO1 PPI mod | STEP block | LMPTP block | TbMetRS inhib | eLon inh | MsrA inhibitor | Scp-1 inhibitor | MsrA act
COc1ccc(C(C)NC(=O)C2CCN(CCCc3ccccc3)CC2)cc1OC (centres undefined) | 0 | 13 | 3 | 0 | 0.4 | -0.1 | -7 | -0.4 | · | 2
COc1ccc(NC(=O)CN(C)C(=O)c2ccccc2OC)cc1 | 1 | 3 | -5 | -3 | 0.3 | -0.7 | 1 | -0.4 | -6 | -5
Cc1[nH]c2ccc(OC(F)(F)F)cc2c1CCN1C(=O)c2ccc(C(=O)O)cc2C1=O | -3 | 5 | -19 | 2 | 0.2 | -1.0 | -1 | -0.8 | -9 | -4

# (further entries)
mol,DNMT1 block,CendR NRP1 mod,SUMO1 PPI mod,STEP block,LMPTP block,TbMetRS inhib,eLon inh,MsrA inhibitor,Scp-1 inhibitor,MsrA act
Cc1cccc(NC(=O)CSc2ncnc3sc(C)c(C)c23)n1,-1,-45,17,4,1.3,-0.2,-26,-0.3,8,-2
O=C(CNCc1ccc(F)cc1)Nc1ccccc1[N+](=O)[O-],10,0,-19,0,-1.2,0.2,5,0.6,-1,-1
Cc1ccc(S(=O)(=O)N2CCN(CCOc3c(Cl)cccc3Cl)CC2)cc1C,4,10,4,2,2.1,0.4,4,-0.1,0,-3
Clc1ccc2nc(-c3cccc(Br)c3)c(Cc3ccccc3)n2c1,9,-39,5,-2,0.5,-0.8,-19,0.5,·,-6
COc1ccc(-c2ccnc3c(C(=O)O)cnn23)cc1,1,7,-4,0,-0.2,1.2,2,3.7,-2,-2
CC(OC(=O)c1ccc(-n2cnnn2)cc1)C(=O)Nc1ccccc1[N+](=O)[O-] (centres undefined),-8,-10,-23,1,-2.2,0.1,-15,-0.2,-6,-1
COc1ccc(-n2c(SCC(=O)Nc3cc(C)on3)nc3c(c2=O)SCC3)cc1,-2,-1,-17,1,-1.0,-1.7,-8,-0.2,-7,-8
O=C(NC1C=CS(=O)(=O)C1)c1ccccc1 (centres undefined),1,-3,1,-2,-0.8,-0.8,-6,0.2,-8,-5

# Quoted from the entries so far, 4 compounds:
mol,DNMT1 block,CendR NRP1 mod,SUMO1 PPI mod,STEP block,LMPTP block,TbMetRS inhib,eLon inh,MsrA inhibitor,Scp-1 inhibitor,MsrA act
COc1ccc2c(c1OC)C(=O)OC2c1c(O)nc(SC)n(-c2ccccc2)c1=O (centres undefined),2,1,3,-2,0.3,-0.7,-14,0.0,-15,-6
Cc1cccc(NC(=O)CSc2ncnc3sc(C)c(C)c23)n1,-1,-45,17,4,1.3,-0.2,-26,-0.3,8,-2
O=C(CNCc1ccc(F)cc1)Nc1ccccc1[N+](=O)[O-],10,0,-19,0,-1.2,0.2,5,0.6,-1,-1
Cc1ccc(S(=O)(=O)N2CCN(CCOc3c(Cl)cccc3Cl)CC2)cc1C,4,10,4,2,2.1,0.4,4,-0.1,0,-3

# (listing goes on)
mol,DNMT1 block,CendR NRP1 mod,SUMO1 PPI mod,STEP block,LMPTP block,TbMetRS inhib,eLon inh,MsrA inhibitor,Scp-1 inhibitor,MsrA act
Cc1ccc(C)c(N2CCN(C(=O)CN3C(=S)NC(C)(C)CC3C)CC2)c1 (centres undefined),1,3,-3,0,-0.5,-0.8,5,-0.6,-1,-2
Cc1cc(NC(=O)OC(C)(C)C)c(-n2nnnc2C(C(=O)c2ccc3c(c2)OCO3)N2CCN(c3ccccn3)CC2)cc1C (centres undefined),·,2,1,·,1.9,0.3,·,-0.2,·,·
COc1ccc2cc(C(=O)C3CCCN(C(=O)/C=C/c4ccccn4)C3)ccc2c1 (centres undefined),-4,-7,-10,-2,2.9,0.0,4,2.0,2,1
Cc1ccc(C)c(N2CCN(S(=O)(=O)c3ccc4c(c3)NC(=O)CO4)CC2)c1,-2,8,1,-1,0.1,-0.9,-7,-0.9,1,-10
CCOCCCNc1ccc(-c2ccccc2)nn1,-2,4,-1,-3,0.7,-0.6,-2,0.6,1,6
O=C(Nc1ccccc1C(=O)OCc1nnc(-c2ccccc2)o1)c1ccco1,1,-5,4,0,-0.4,-0.1,-13,-0.5,-10,-4
CCc1nnc(NS(=O)(=O)c2ccc(N=Cc3c(C)[nH]n(-c4ccc(C)cc4)c3=O)cc2)s1,5,-9,14,-2,0.8,-2.8,-8,2.6,0,-3
Cc1c(O)ccc2c(CC(=O)N[C@@H](Cc3c[nH]c4ccccc34)C(=O)O)cc(=O)oc12,0,4,3,0,-1.3,0.2,8,0.5,-5,-2
Cc1ccccc1NC(=O)C1CCC(C)(C(=O)O)C1(C)C (centres undefined),-1,3,-4,-10,-2.2,-0.9,9,-0.5,12,-5
CCOC(=O)c1ccc(-n2c(C)nc3c(cnn3-c3ccccc3Cl)c2=O)cc1,0,-8,-1,0,-0.3,0.1,-3,-0.2,-5,-4
CC(=O)Nc1nonc1NC(=O)CSC1=NCCS1,1,-6,5,0,0.5,0.0,-6,1.7,-7,-2
Cc1oc(-c2ccccc2Cl)nc1CN1CCCCC1c1cccnc1 (centres undefined),0,-17,0,-2,-0.2,-0.5,0,-0.8,-3,-1
CC1(C(=O)NS(=O)(=O)C2CC2)CCN(C(=O)COc2ccc(Cl)cc2Cl)C1 (centres undefined),-2,9,1,0,-3.4,0.2,0,-0.1,·,-6
Cc1c(NC(=O)CN2CCN(c3ccc(O)cc3)CC2)c(=O)n(-c2ccccc2)n1C,-7,-3,0,0,0.7,-0.5,-3,0.3,-11,-3
CN1CCN(c2nc3c(c(=O)[nH]c(=O)n3C)n2CCOc2ccccc2)CC1,1,-2,-4,-2,0.7,-0.3,-8,-0.9,3,1
COc1ccc(/C=C2/SC(=S)N(CCC(=O)O)C2=O)cc1,1,-7,-12,5,-0.2,0.1,0,1.8,1,-2
Cc1oc(-c2ccccc2)nc1CC(=O)O,1,-2,3,2,-0.5,-0.1,-9,-1.1,-9,-3
CCOC(=O)N1CCN(C(=O)COC(=O)c2ccc(N(C)C)cc2)CC1,-1,-3,-3,0,-0.4,0.3,-9,2.4,-2,-1
CCOc1ccc(-c2c(=O)n(OCc3ccc([N+](=O)[O-])cc3)c3ccccc3[n+]2[O-])c(OCC)c1,17,3,-9,-2,0.7,-0.2,-6,0.2,-12,3
COc1ccc(S(=O)(=O)N2CCN(C(=O)c3sccc3-c3ccccc3)CC2)cc1,-2,-3,0,1,1.1,-0.3,-7,0.9,-11,-2
CC(C)Oc1cc(F)ccc1-c1cc(C(=O)NC2CCCCC2)[nH]n1,0,4,7,0,-0.2,-0.3,-1,-0.3,·,-2
CC1(C(=O)NS(=O)(=O)Cc2cccc(Cl)c2)CCN1C(=O)C1(c2ccc(Cl)cc2)CCC1 (centres undefined),2,0,10,2,-1.3,-0.3,0,0.3,·,-7
O=C1CC(C(=O)N2CCN(c3ccccc3)CC2)CN1Cc1ccccc1 (centres undefined),0,3,-1,1,0.4,-0.3,0,0.9,7,0
Cc1ccc(S(=O)(=O)N2CCOCC2)cc1C(=O)OCC(=O)NC1CCCC(C)C1C (centres undefined),2,14,-4,0,-1.0,-0.4,5,-0.8,1,0
CCOc1ccc(NC(=O)CCn2cccc2)cc1,0,-11,1,1,0.7,2.7,5,-1.4,-6,0
COc1ccc(C)c2sc(NC(=O)CCS(=O)(=O)c3ccccc3)nc12,-4,9,4,-1,1.3,-0.6,4,-0.3,-4,-2
O=C(Nc1nnc(S(=O)(=O)N2CCCCCC2)s1)c1ccc(Br)cc1,2,6,1,2,-0.2,-0.4,-6,-0.1,-3,-10
Cc1ccc(N(CC(=O)NCc2ccco2)C(=O)CCC(=O)Nc2ccccn2)c(C)c1,5,3,12,-1,0.6,0.0,-2,0.4,-8,-1
CCCCCCn1cc(CN2CC(N3CCN(C)CC3)CS2(=O)=O)nn1 (centres undefined),·,4,2,·,-1.7,-0.6,-4,-0.9,·,-3
CC(CCc1ccco1)NC(=O)CCc1nnc2ccc(NCc3ccc(Cl)cc3)nn12 (centres undefined),9,-9,5,2,-1.1,2.3,-7,-0.3,-4,-3
CC(C)c1ccc(NC(=O)C2(C)Cc3c(-c4ccc5c(c4)OCO5)ccnc3O2)cc1 (centres undefined),-2,-4,-3,-2,4.9,-0.2,3,-0.6,·,-2
